IMPase inh: membrane-permeable compound that blocks inositol monophosphatase; P97697; CHO-M1 cells, IP1 accumulation, HTRF TR-FRET ratio; inhibition (IP1 accumulation), % at 46.1 µM; 120,000 tested, under 10 active; active means well fitted curve in the direction sought with a large enough effect in the signal ratio, not every such curve was filed as active; inconclusive means small, poorly fitted or top-dose-only effect, or a change in a side signal; inactive means no such curve, though single readings can be large or run the other way; the % refers to the signal ratio;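 further: cells stimulated with carbachol in lithium chloride buffer; plate controls were DMSO basal wells for no effect and reference inhibitor wells for full effect; higher means more IMPase inhibition seen as more IP1 and lower FRET ratio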
Target sequence (P97697 whole entry, looked up): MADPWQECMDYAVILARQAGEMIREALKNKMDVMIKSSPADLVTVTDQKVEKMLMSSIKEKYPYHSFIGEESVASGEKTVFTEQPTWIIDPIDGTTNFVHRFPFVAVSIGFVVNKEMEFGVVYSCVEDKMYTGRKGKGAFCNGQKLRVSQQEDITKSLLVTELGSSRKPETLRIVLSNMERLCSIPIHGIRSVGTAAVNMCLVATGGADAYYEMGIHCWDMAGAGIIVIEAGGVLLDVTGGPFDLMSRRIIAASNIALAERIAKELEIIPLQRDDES
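Elevated IP1 in lysates lowers TR-FRET signal (665/620 ratio and 620 channel reported). Cells were CHO-M1, given carbachol (50 uM as added) plus 50mM LiCl, pH 7.4, 30 min, 37C; compounds titrated up to 46 uM; AC50 by Hill equation.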
Active calls of the source: *; u = inconclusive. An excerpt; rates above refer to the full screens.

Start of the listing, in advance (4 entries):
IMPase inh | molecule
1 | Cn1c(=O)c(=O)n(C)c2cc(N3CCCC3)c(NC(=O)c3ccc(C(C)(C)C)cc3)cc21
-5 | CCCOc1ccc(C(=O)Nc2cc3c(cc2N2CCOCC2)n(C)c(=O)n3C)cc1
0 | COc1ccc(OCc2nc3ccccc3n2Cc2ccccc2Cl)cc1
0 | Cc1ccc(-c2ccc(CCC(=O)O)n2-c2ccc(C)c(Cl)c2)cc1

The list itself, from the start:
IMPase inh | molecule
1 | Cn1c(=O)c(=O)n(C)c2cc(N3CCCC3)c(NC(=O)c3ccc(C(C)(C)C)cc3)cc21
-5 | CCCOc1ccc(C(=O)Nc2cc3c(cc2N2CCOCC2)n(C)c(=O)n3C)cc1
0 | COc1ccc(OCc2nc3ccccc3n2Cc2ccccc2Cl)cc1
0 | Cc1ccc(-c2ccc(CCC(=O)O)n2-c2ccc(C)c(Cl)c2)cc1
4 | Cc1cc(C)n(-c2nc3ccccc3nc2Nc2ccc(Cl)cc2Cl)n1
-13 | CCOC(=O)c1cnc2c(ccc3ccccc32)c1Nc1cccc(C(F)(F)F)c1
1 | COc1ccc(Nc2nc3ccccc3c3nnc(C)n23)cc1Cl
-3 | Cc1ccc(-c2nc3nc(C)cc(N4CCN(c5cccc(C)c5)C(C)C4)n3n2)cc1 (configuration not stated)
-16 | Cc1ccc(NS(=O)(=O)c2ccc3c4c(cccc24)C(=O)N3)c(C)c1
-3 | CC(C)c1cccc(OCCn2c(-c3ccc(Cl)cc3)nc3ccccc3c2=O)c1
0 | O=C(Nc1cc2c(cc1C(=O)c1ccccc1Br)OCCO2)c1ccccc1
-3 | CC(C)CCn1c(/C=C/c2ccccc2)nc2ccccc21
3 | COC(=O)c1c(NC(=O)CCCOc2ccc(C(C)(C)C)cc2)sc2c1C(C(=O)OC)CC2 (configuration not stated)
8 | Cn1c(NCCO)nc2c1c(=O)n(Cc1ccccc1Cl)c(=O)n2C
3 | CN(C)S(=O)(=O)N(CC(=O)NCCSCc1ccc(Cl)cc1Cl)c1ccccc1
-6 | CC(C)c1ccccc1Oc1c(C(F)(F)F)oc2c(CN3CCN(C)CC3)c(O)ccc2c1=O
-2 | O=c1[nH]c2ccc(S(=O)(=O)Nc3cc(Cl)ccc3O)cc2o1
-7 | CCN(Cc1ccccc1)Cc1c(O)ccc2c(=O)c(-c3ccc(Cl)cc3)coc12
-4 | COc1ccc(OC)c(-c2nc(Nc3ccccc3C)sc2CC(=O)O)c1
0 | Cc1ccc(NC(=O)c2c(NC(=O)Cc3ccccc3)sc3c2CCCC3)cc1
-14 | COc1cc(OC)cc(C(=O)Nc2ccc3oc(-c4ccc(Cl)cc4)nc3c2)c1
-6 | Cc1ccc(OCC(=O)Nc2c(C(=O)c3ccccc3)oc3ccccc23)cc1C
-5 | CC(C)Sc1nc2sc3c(c2c(=O)n1Cc1ccccc1)CCCC3
6 | CCOC(=O)C1(C)C=C(Nc2cccc(C(=O)O)c2)C(=O)N1c1cccc(C(=O)O)c1 (configuration not stated)
1 | COc1ccc(Nc2nc(Nc3ccc(OC)cc3OC)nc(N3CCOCC3)n2)c(OC)c1
-2 | O=c1c(-c2ccc(Cl)cc2)c(C(F)(F)F)oc2c(CN3CCCCC3)c(O)ccc12
-6 | COc1ccc(-c2cc(C(F)(F)F)nc(SCCC(=O)Nc3ccc(NC(C)=O)cc3)n2)cc1
13 | N=c1n(CCN2CCCCC2)c2ccccc2n1CC(O)COc1ccc(Cl)cc1Cl (configuration not stated)
-4 | COc1ccc(-c2nnc(SCC(=O)NCCc3ccc(OC)c(OC)c3)nc2-c2ccc(OC)cc2)cc1
u | O=C(Nc1cccc(-c2nc3ccccc3[nH]2)c1)c1ccccc1F
u | CCOC(=O)CSc1nc(-c2ccc(OC)cc2)cc(C(F)(F)F)c1C#N
u | COc1ccc(OCc2nc(C#N)c(NCc3ccccc3Cl)o2)cc1
-2 | Oc1ccc(Cl)cc1C1=Nc2ccccc2N=C(c2ccccc2)C1
5 | CCc1nnc2c3ccccc3nc(Nc3ccc(F)cc3C)n12
0 | Cc1cccc(N(CC(=O)Nc2cccc(Cl)c2C)S(C)(=O)=O)c1C
-7 | COc1cc(C(=O)Nc2ccc(-c3nc4cc(C)c(C)cc4o3)cc2)cc(OC)c1OC
u | CCOC(=O)c1c(NC(=O)CSc2nc(-c3ccc(OC)cc3)cc(C(F)(F)F)n2)sc(C)c1C
-1 | O=C(Nc1ccc2oc(-c3cccc4c(Br)cccc34)nc2c1)c1ccc(Br)cc1
-4 | Cc1ccc(Nc2nnc(-c3ccc(C)c(S(=O)(=O)N4CCCCC4)c3)c3ccccc23)cc1
-5 | COc1cc(OC)cc(C(=O)Nc2cc3c(cc2N2CCOCC2)n(C)c(=O)n3C)c1
1 | CCC(C)(C)C1CCc2c(sc(NC(=O)C3c4ccccc4Oc4ccccc43)c2C(N)=O)C1 (configuration not stated)
-11 | Cc1cccc(NS(=O)(=O)c2ccc3c(c2)[C@H]2C=CC[C@H]2[C@@H](c2ccc(F)cc2)N3)c1
-11 | COc1ccc(Nc2nnc(-c3ccc(C)c(S(N)(=O)=O)c3)c3ccccc23)cc1
-9 | COc1ccc(-c2oc3ncn4nc(-c5ccccc5Cl)nc4c3c2-c2ccc(OC)cc2)cc1
5 | CC1=C(C(=O)OC2CCCC2)C(c2ccc(F)cc2F)CC(=O)N1 (configuration not stated)
-11 | Cc1ccc(N2CC(c3nnc(Cc4ccc(F)cc4Cl)o3)CC2=O)cc1 (configuration not stated)
u | Cc1ccc(NS(=O)(=O)c2c(C)nc3sccn3c2=O)c(Cl)c1
7 | O=C(CSc1nnc(-c2ccccc2)o1)N1CCCc2ccccc21
7 | CCOC(=O)c1cnc2c(ccc3ccccc32)c1Nc1ccccc1O
0 | COc1ccc(-c2nc3ccccc3s2)cc1NC(=O)COc1cccc(C)c1

Structures from the list above that contain two or more sulfur atoms, in the order listed:
IMPase inh | molecule
3 | CN(C)S(=O)(=O)N(CC(=O)NCCSCc1ccc(Cl)cc1Cl)c1ccccc1
-5 | CC(C)Sc1nc2sc3c(c2c(=O)n1Cc1ccccc1)CCCC3
u | CCOC(=O)c1c(NC(=O)CSc2nc(-c3ccc(OC)cc3)cc(C(F)(F)F)n2)sc(C)c1C
u | Cc1ccc(NS(=O)(=O)c2c(C)nc3sccn3c2=O)c(Cl)c1

(cont.)
IMPase inh | molecule
u | COc1cc2c(cc1NC(=O)C(C)Oc1ccccc1)oc1ccccc12 (configuration not stated)
-4 | Cc1ccccc1Nc1c(-c2ccc(Br)o2)nc2ccc(Cl)cn12
-4 | Cc1ccc(/C=C(\C#N)C(=O)Nc2cccc(Cl)c2)o1
0 | COc1ccccc1N=c1scc(-c2ccc(S(=O)(=O)N3CCCC3)cc2)n1C
u | Oc1ccc(NCc2ccc(OCc3ccccc3Cl)cc2)cc1
-10 | COc1ccc(NC(=O)CCSc2nc(-c3ccco3)cc(C(F)(F)F)n2)cc1
-4 | Cc1cc(C)cc(Oc2c(C(F)(F)F)oc3cc(OCC(=O)NC4CCCCC4)ccc3c2=O)c1
5 | COc1ccc(NC(=O)CN(Cc2ccccc2)S(=O)(=O)c2ccc(C)cc2)cc1Cl
5 | Cc1cccc(CCn2c(=O)c3ccccc3n(Cc3ccccc3C)c2=O)c1
-7 | COc1ccc(NC(=O)c2sc3nc4c(cc3c2N)CCCCCC4)c(OC)c1
-2 | COc1ccc(NC(=O)c2ccco2)cc1NC(=O)c1cc(OC)c(OC)c(OC)c1
u | Cc1cc(F)ccc1NC(=O)c1sc2nc(-c3cccs3)ccc2c1N
-4 | COC(=O)c1ccccc1NC(=O)CSc1nc(-c2ccccc2)cc(C(F)(F)F)n1
3 | COc1cccc(NC(=O)CCSc2nc(-c3ccco3)cc(C(F)(F)F)n2)c1
-5 | COc1ccc(-n2c(/C=C/c3c(C)[nH]c4ccccc34)nc3ccccc3c2=O)cc1
-1 | Cc1ccc(Cl)cc1N(C)C(=O)c1cn(C2CCCCC2)c(=O)c2c1c1ccccc1n2C
5 | COc1ccc(CCN2C(=O)NC(NC(=O)c3ccccc3OC)(C(F)(F)F)C2=O)cc1OC (configuration not stated)
-1 | CCc1ccccc1NC(=O)CN(c1cccc(C)c1C)S(C)(=O)=O
-2 | COc1cc(Nc2nc3ccc(Cl)cc3nc2-n2nc(C)cc2C)cc(OC)c1
-3 | COc1ccc(S(=O)(=O)Nc2c(C)nc3nc[nH]n3c2=O)cc1
u | CCOc1ccc(NC(=O)Cn2cc(C(=O)C3CC3)c3ccccc32)cc1
1 | COc1cc(C)ccc1OCCCn1c(-c2ccc(Cl)cc2)nc2ccccc2c1=O
-3 | Cc1ccc(C(=O)COC(=O)CCC(=O)Nc2ccc(Oc3ccccc3)cc2)cc1C
-2 | COc1ccc(C2NC(=O)c3c(sc4c3CCN(C)C4)N2)cc1O (configuration not stated)
-12 | CCOc1ccc2cc(-c3nnc(Nc4ccccc4F)s3)c(=O)oc2c1
14 | CCOc1ccc(NC(=O)C2CCCN(S(=O)(=O)c3ccc(Br)s3)C2)cc1 (configuration not stated)
-4 | CCc1ccc(Nc2nc3ccccc3nc2NS(=O)(=O)c2ccccc2)cc1
-7 | CCc1ccc(OCCCn2c(-c3ccc(Cl)cc3)nc3ccccc3c2=O)cc1
-9 | COc1ccc(NC(=O)CC2Nc3ccccc3NC2=O)cc1 (configuration not stated)
-1 | CCOc1ccc(C(=O)Nc2ccc3oc(-c4ccc(C)cc4C)nc3c2)cc1Br
-13 | O=C(CN(c1ccc(Cl)c(C(F)(F)F)c1)S(=O)(=O)c1ccccc1)Nc1cccnc1
4 | CCOC(=O)c1ccc(-n2c(CCC(=O)O)ccc2-c2ccccc2)cc1O
3 | CCCCSc1nnc2c(n1)OC(c1ccc(Br)s1)Nc1ccccc1-2 (configuration not stated)
6 | CC1=C(C(=O)OC2CCCCCC2)C(c2c(F)cccc2Cl)CC(=O)N1 (configuration not stated)
-2 | COc1ccc(NC(=O)Cn2c(=O)n(CCCC(=O)NCc3ccccc3Cl)c(=O)c3ccccc32)c(OC)c1
2 | COc1ccc(C(=O)N2CCN(C(=O)COc3ccc(Br)cc3)CC2)cc1OC
16 | COc1ccc(NC(=O)CSc2nc3ccccc3nc2N2CCC(C)CC2)cc1
10 | COc1ccc(NC(=O)COc2ccc(S(=O)(=O)NC3CCCCC3)cc2)cc1OC
0 | Cc1ccc(-c2nc3ccccn3c2Nc2ccc3c(c2)OCCO3)s1
11 | Cc1c(C(=O)OCCOc2ccccc2)[nH]c2c1C(=O)CC(c1ccccc1Cl)C2 (configuration not stated)
-9 | CCN(CC)CCn1c(=N)n(CCOc2ccccc2Cl)c2ccccc21
1 | Cc1cccc(C2CC(=O)Nc3cc4c(cc32)OCO4)c1 (configuration not stated)
0 | Cc1ccc(S(=O)(=O)Nc2cc3c(C(=O)OCc4ccccc4)c(C)oc3c3ccccc23)c(C)c1
3 | Cc1cccc(N2CCN(c3nc4ccccc4c4nnc(C)n34)CC2)c1C
-16 | Cc1ccc2nc(-c3cc(NC(=O)/C=C/c4ccccc4)ccc3Cl)oc2c1
-9 | O=C(O)c1c(-c2ccccc2)oc2ccc(OCc3c(F)cccc3Cl)cc12
1 | CN(C)c1ccc(NC(=O)CCSc2nc(-c3ccco3)cc(C(F)(F)F)n2)cc1
3 | Oc1ccccc1-c1nc(/C=C/c2ccc(F)cc2)no1
-8 | N#C/C(=C\c1ccccc1)c1nc(-c2cc3c(ccc4ccccc43)oc2=O)cs1
u | CCCOc1ccc(C(=O)Nc2ccc(NC(=O)c3ccccc3)c(Br)c2)cc1

(next part)
IMPase inh | molecule
1 | CC1(C)CC(=O)c2cc(C(=O)Nc3ccc(Br)cc3)c(=O)n(-c3ccc(Cl)cc3)c2C1
u | Cc1ccc(OCCn2cc(C(=O)c3cccs3)c3ccccc32)cc1
-5 | O=c1oc2ccccc2cc1-c1cn2cc(Cc3ccc(F)cc3)sc2n1
-2 | CCCS(=O)(=O)c1c(S(=O)(=O)CCC)c2cc(CC)ccn2c1C(=O)c1ccc(OC)cc1
7 | Cc1ccc(-c2nnc(Nc3ccc(F)cc3)c3ccccc23)cc1S(=O)(=O)NC(C)C
-3 | COc1ccc(C(=O)COC(=O)CCCC(=O)Nc2ccc(C(C)=O)cc2)cc1
16 | Cc1nc2sccn2c(=O)c1S(=O)(=O)Nc1cccc(Cl)c1C
-1 | Cc1nc2sccn2c(=O)c1S(=O)(=O)Nc1ccc(N2CCOCC2)c(Cl)c1
-9 | CCOC(=O)CSc1nc2sc3c(c2c(=O)n1-c1ccccc1)CC(C(C)C)OC3 (configuration not stated)
7 | COc1cc2nc(Nc3ccc(C)c(C)c3)nc(N)c2cc1OC
-1 | Cc1ccc(O)c(NC(=O)c2nc3nc(C)cc(C(F)F)n3n2)c1
7 | CCc1nc2nc(C)cc(Nc3ccc(OC)cc3OC)n2n1
9 | Cc1ccc(S(=O)(=O)Nc2c(C)nc3nc(C)[nH]n3c2=O)c(C)c1
u | Cc1cc(OCCn2cc(C(=O)c3cccs3)c3ccccc32)ccc1Cl
-29 | CCCc1nc2nc(C)c(NS(=O)(=O)c3ccc(C)c(C)c3)c(=O)n2[nH]1
4 | Cc1ccc(CNC(=O)CCS(=O)(=O)c2cc(Br)cc3c2N(C(=O)C2CC2)CC3)cc1
3 | COc1ccc(C2CC(=O)c3c([nH]c(C(=O)OC4CCC(C)CC4)c3C)C2)cc1OC (configuration not stated)
-2 | CNC(=O)c1ccc(Nc2nnc(-c3ccc(C)c(S(=O)(=O)N4CCCCC4)c3)c3ccccc23)cc1
13 | Cc1cccc(CCn2c(=O)c3ccccc3n(CC(=O)Nc3ccccc3F)c2=O)c1
-11 | Cc1ccccc1C(=O)Nc1ccc(NC(=O)c2cccs2)cc1
7 | CCCC1=Nc2cc(C(=O)NC(C)c3ccccc3)ccc2Sc2ccc(C)cc21 (configuration not stated)

Screens as filed in PubChem BioAssay.
